# TWEAK-Fn14 inh – inhibitors of TWEAK-Fn14 signaling, primary screen, luciferase reporter cells, uHTS. inhibition, % at 10 µM. TWEAK-stimulated Fn14 reporter cells, luciferase luminescence, 8 h. actives 2% (n = 360,000); in the data active = inhibition above about 50%
# SRC1 inh – SRC1 coactivator transcriptional activity inhibitors, primary screen, cell-based, luminescence. actives 0.12% (n = 360,000). AID 588354, 2011. inhibition, % at 3.6 µM. HEK293 GAL4-SRC1 luciferase reporter;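 active = inhibition above the campaign mean plus 3 SD, with each screening campaign given its own cutoff, cut at about 60% in these data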;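 note: 0% = DMSO treated cells and 100% = gossypol at 36 µM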
# NR5A2 inv ag – LRH-1 (NR5A2) inverse agonists, primary screen, cell-based, luminescence, HEK293T, StAR-luciferase reporter; Nuclear receptor subfamily 5 group A member 2 (Homo sapiens), O00482; LRH-1 transfected, 24 h; inhibition, % at 3.6 µM; actives 0.13% (n = 360,000); AID 602396, 2012;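 active = inhibition above the mean inhibition of all tested compounds plus 3 SD, cut at about 73% in these data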;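 note: 0% = DMSO wells and 100% = reporter-only cells lacking LRH-1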
# Target sequence (O00482 whole entry, looked up): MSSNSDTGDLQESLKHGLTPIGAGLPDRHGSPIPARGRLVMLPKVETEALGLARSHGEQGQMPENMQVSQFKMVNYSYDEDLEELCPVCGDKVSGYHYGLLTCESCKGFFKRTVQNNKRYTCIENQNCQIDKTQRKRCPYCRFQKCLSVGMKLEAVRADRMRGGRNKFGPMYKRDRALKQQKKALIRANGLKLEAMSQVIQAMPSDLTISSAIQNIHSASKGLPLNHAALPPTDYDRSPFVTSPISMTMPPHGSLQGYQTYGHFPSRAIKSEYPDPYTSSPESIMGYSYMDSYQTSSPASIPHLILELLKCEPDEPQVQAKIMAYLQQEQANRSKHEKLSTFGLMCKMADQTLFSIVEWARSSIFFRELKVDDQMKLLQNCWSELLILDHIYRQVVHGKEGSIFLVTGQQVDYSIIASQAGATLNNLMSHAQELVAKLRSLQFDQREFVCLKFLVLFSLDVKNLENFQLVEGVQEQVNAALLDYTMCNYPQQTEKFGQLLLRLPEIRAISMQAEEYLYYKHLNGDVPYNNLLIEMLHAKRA
# TROY signal inh – inhibitors of TROY-driven NF-kB signaling, primary screen, Q293 LMP1-TROYcd cells, NF-kB luciferase, uHTS. Q293 LMP1-TROYcd NF-kB luciferase reporter, 4 h. actives 0.98% (n = 360,000). inhibition, % at 10 µM;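 active = compounds whose plate-normalised and pattern-corrected inhibition of the luciferase reporter signal at the single screening dose is 50% or more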
# C8 TRAIL sens – viability loss with TRAIL in NB7+C8 cells, primary screen, TRAIL sensitizer project, cell-based, ATPlite luminescence | inhibition (viability loss, TRAIL sensitization), % at 10 µM | actives 1% (n = 360,000) | AID 624354, 2012;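 active = compounds causing at least 50% loss of cell viability in the single-dose screen, relative to plate controls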
# EBV LMP1 NFkB – EBV LMP1-driven NF-kappaB luciferase reporter inhibitors, primary screen, cell-based, luminescence, single point | LMP1-induced NF-kappaB luciferase reporter cells | inhibition, % at 12.5 µM | actives 0.69% (n = 350,000) | AID 504558, 2011; in the data active = inhibition above about 41%;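 note: 0% = neutral control wells and 100% = reference inhibitor control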
# SRC3 inh – SRC3 coactivator transcriptional activity inhibitors, primary screen, cell-based, luminescence; Nuclear receptor coactivator 3 (Homo sapiens), Q9Y6Q9; inhibition, % at 3.6 µM; actives 0.17% (n = 360,000); HEK293 GAL4-SRC3 luciferase reporter;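 active = inhibition above a per-campaign cutoff, the mean of all compounds plus 3 SD, cut at about 60% in these data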;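 note: 0% = DMSO-treated cells and 100% = gossypol-treated cells at 36 µM; higher means less SRC3-driven luciferase light from the GAL4 reporter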
# NR2F2 inh – NR2F2 transcriptional activity inhibitors, primary screen, cell-based, luciferase reporter, HEK293T, luminescence. HEK293T NGFI-A luciferase reporter. AID 686940, 2013. actives 0.7% (n = 370,000). inhibition, % at 8.6 µM. COUP transcription factor 2 (Homo sapiens), P24468;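 active = inhibition above a per-plate cutoff, mean inhibition of test wells between control levels plus 3 SD, cut at about 38% in these data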;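 note: cells cotransfected with COUP-TFII expression vector driving the NGFI-A reporter; 0% = median of COUP-TF2 test wells and 100% = reporter-only cells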
# Target sequence (P24468 whole entry, looked up): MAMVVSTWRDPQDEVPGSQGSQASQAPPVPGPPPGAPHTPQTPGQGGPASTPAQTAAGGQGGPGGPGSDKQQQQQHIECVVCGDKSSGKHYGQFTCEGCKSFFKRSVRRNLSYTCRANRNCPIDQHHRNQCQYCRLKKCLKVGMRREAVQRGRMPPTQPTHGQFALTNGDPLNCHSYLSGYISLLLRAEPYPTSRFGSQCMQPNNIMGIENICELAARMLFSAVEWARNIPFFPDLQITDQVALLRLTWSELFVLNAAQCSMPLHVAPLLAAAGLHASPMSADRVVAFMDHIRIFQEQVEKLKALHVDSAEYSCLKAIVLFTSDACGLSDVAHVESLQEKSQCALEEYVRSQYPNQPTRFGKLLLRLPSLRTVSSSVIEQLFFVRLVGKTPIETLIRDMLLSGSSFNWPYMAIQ
# KKLEB cytotox – cytotoxicity in KKLEB CF airway cells, primary screen, cytotoxicity control for CF NF-kB inhibitor project, cell-based, uHTS, fluorescence assay plates. activity change (cytotoxicity), % at 5 µM. actives 0.36% (n = 360,000). KKLEB CF airway cells viability, ATPlite luminescence, overnight; stronger effect = lower value; cells stimulated with P. aeruginosa culture filtrate. AID 602141, 2011;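 active = corrected activity change at or below -50% at 5 µM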
# CF NFkB block – inhibitors of PAF-induced NF-kB signaling, primary screen, cell-based, GFP fluorescence, uHTS. KKLEB NF-kB-GFP reporter, GFP fluorescence overnight. inhibition, % at 5 µM. actives 0.86% (n = 360,000);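 active = at least 50% inhibition at 5 µM, scaled per plate between neutral and stimulator controls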;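 note: PAF is a Pseudomonas aeruginosa culture filtrate used as stimulus; plate controls were PAF-stimulated DMSO wells for no effect and unstimulated DMSO wells for full effect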
# Shn3 inh set2 – reduction of Shn3 3'UTR firefly luciferase signal, primary screen, Schnurri-3 inhibitor project, cell-based, Clone20 osteoblasts, set 2. Clone20 osteoblast Shn3 3'UTR firefly luciferase, 24 h. inhibition, % at 12.5 µM. actives 0.52% (n = 360,000). AID 588674, 2011;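 active = mean inhibition of at least 75% with every replicate also reaching 75%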;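 note: 0% = median of neutral control wells and 100% = pilot-screen positive control compound; some compounds past the cut are filed as inactive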
# * hit, by the source's call; . = no result given. These rows are one share of the data. The share of hits here may be higher or lower than overall.
Compound	TWEAK-Fn14 inh	SRC1 inh	NR5A2 inv ag	TROY signal inh	C8 TRAIL sens	EBV LMP1 NFkB	SRC3 inh	NR2F2 inh	KKLEB cytotox	CF NFkB block	Shn3 inh set2
CCOc1ccccc1NC(=O)c1ccc2c(c1)C(=O)N(C(C)(C)C)C2=O	-11.6	6.8	7.3	-9.4	-9.3	6.9	4.5	-3.3	-12.4	29.6	-3.7
Cc1ccc(C(=O)NCC(=O)OCC(=O)Nc2cc(S(=O)(=O)N3CCOCC3)ccc2Cl)s1	-12.2	-34.4	-1.6	-2.3	10.3	0.0	4.3	3.3	2.2	24.4	7.4
CC(C)(C)c1ccc(C(=O)N2CCC2(C)C(=O)Nc2cccc3ccccc23)cc1 (stereo not drawn)	12.8	-4.6	-9.9	13.4	-4.4	.	-8.2	10.7	-14.8	3.9	18.6
COc1cccc(C(=O)/C=C/Nc2ccc(S(=O)(=O)Nc3onc(C)c3C)cc2)c1	-13.6	-34.8	-122.0	-16.4	-4.0	-6.1	-16.1	-35.1	7.3	1.1	-47.6
C=C(C)c1cccc(C(C)(C)NC(=O)N2CCC(C(N)=O)CC2)c1	3.1	1.4	5.6	0.7	10.5	6.9	16.5	-6.9	2.8	-15.9	-3.2
COC(=O)CCNC(=O)Cc1c(C)n(C(=O)c2ccc(Cl)cc2)c2ccc(OC)cc12	10.1	3.6	3.9	16.4	1.6	-3.4	1.6	11.7	-10.8	4.4	9.6
Cc1cc(NC(=O)Nc2cccc(Cl)c2)n(C(C)(C)C)n1	-19.3	-6.1	6.9	16.5	-10.3	-5.4	-39.5	-0.2	13.8	11.5	9.2
COc1ccc(NS(=O)(=O)c2c(C)[nH]c(=O)[nH]c2=O)cc1OC	-1.3	8.9	-4.9	-1.1	-5.8	-1.6	-1.3	22.8	-0.2	9.5	-10.4
CCOC(=O)C1CCN(CC(=O)c2ccc(O)c(C)c2O)CC1	-8.0	-17.0	17.4	-10.0	-16.4	-0.2	8.9	-11.7	5.3	9.3	3.5
CC1CCN(S(=O)(=O)c2ccc3c(c2)CC(C)N3C(=O)C2CCC2)CC1 (stereo not drawn)	-15.6	-16.7	-7.3	-7.4	10.8	-27.5	7.1	14.0	-3.9	8.3	16.5
CC(CCc1ccccc1)NC(=O)c1cccs1 (stereo not drawn)	12.1	-5.3	15.1	10.8	-15.3	5.4	-3.5	-9.3	-19.2	-9.1	6.2
Cc1ccc2nc(C)c(C(=O)NN=C3CCCCCC3)n2c1	-10.1	1.4	23.5	-8.7	-4.5	4.9	15.6	7.0	19.8	3.4	-17.8
Cc1c(C(=O)O)sc2nc(/C=C/c3ccccc3OC(F)F)[nH]c(=O)c12	-35.1	-10.0	-9.8	-3.0	-3.6	1.7	-0.1	-6.0	-0.6	-0.6	-7.9
CCOC(=O)CC/C(=N\NC(N)=O)c1ccc(OC)c(Cl)c1	-4.4	16.5	4.9	-8.3	-12.5	-4.7	-11.1	5.7	1.9	-10.8	-26.6
O=CN1CCN(C(=O)c2ccccc2F)CC1	8.7	-71.6	7.8	1.7	-2.0	-1.2	8.8	-3.9	-25.0	4.5	0.1
COC(=O)c1cc(Br)c(=O)n(CCN2CCOCC2)c1	2.1	-8.1	-7.0	10.7	3.4	0.4	-5.2	0.7	5.1	4.6	-0.6
O=C(c1ccco1)N1CCN(c2nnc(-c3ccccc3)c3ccccc23)CC1	1.2	5.2	11.6	2.0	-4.3	3.7	17.4	9.1	2.3	14.0	22.5
COC(=O)c1c(C)[nH]c(C(=O)OCC(=O)NCC(C)C)c1C	15.7	-22.5	-4.8	-11.6	-9.4	-2.9	3.2	3.9	1.5	-10.1	-28.9
Cc1cccc(NS(=O)(=O)Cc2ccccc2)n1	-1.1	-2.2	15.1	17.2	-3.5	-5.2	-2.3	-0.1	-2.1	9.5	14.6
CCn1c(SCC(=O)Nc2ccc(C)cc2)nnc1-c1ccccn1	9.9	4.5	-2.1	13.9	10.1	-2.4	6.0	5.3	-0.5	1.8	-25.7
O=C(NCc1nc2ccccc2[nH]1)c1cccc(S(=O)(=O)N2CCCC2)c1	13.1	3.0	24.4	-3.6	0.7	-7.7	5.8	-7.7	7.2	9.3	-9.4
O=C(Nc1nc(-c2ccccc2)cs1)c1ccc2c(c1)S(=O)(=O)c1ccccc1C2=O	-115.2	-24.8	3.6	-0.7	7.1	-3.2	7.4	-10.5	-56.6*	49.5	30.5
Cc1ccc2c(c1)N=C(c1ccc(F)cc1)CO2	-6.0	-64.0	-71.6	-48.9	-7.5	-44.0	-51.5	-27.9	4.8	3.4	-78.4
O=C(CCNS(=O)(=O)c1ccc(Cl)cc1)N1CCN(Cc2ccccc2)CC1	-1.4	5.3	10.5	12.9	-8.7	-11.3	9.1	-2.5	2.1	11.2	19.2
N#Cc1cc2[nH]c3ccccc3c2[n+](-c2ccc([N+](=O)[O-])cc2)c1N	-58.6	20.3	19.8	-9.9	-3.5	-22.7	24.6	5.9	2.7	-117.3	4.5

# As entered above.
# Shn3 inh set2 result of CC1CCN(S(=O)(=O)c2ccc3c(c2)CC(C)N3C(=O)C2CCC2)CC1 (stereo not drawn) = 16.5
# SRC1 inh result of Cc1ccc2c(c1)N=C(c1ccc(F)cc1)CO2 = -64.0

# Additional results follow:
Compound	TWEAK-Fn14 inh	SRC1 inh	NR5A2 inv ag	TROY signal inh	C8 TRAIL sens	EBV LMP1 NFkB	SRC3 inh	NR2F2 inh	KKLEB cytotox	CF NFkB block	Shn3 inh set2
CCC(=O)N1N=C(c2ccccc2)CC1c1ccccc1 (stereo not drawn)	8.6	11.3	-4.5	-10.2	-15.5	9.7	-2.1	0.9	-1.5	-14.2	26.2
COc1ccccc1N1CCN(Cc2ccc(O)c3ncccc23)CC1	7.8	0.8	12.7	1.8	65.2*	72.7*	24.5	20.1	-14.1	5.7	88.3*
C=CCc1cc(OC)ccc1OCCN1CC(C)OC(C)C1 (stereo not drawn)	-10.4	-53.2	-15.3	9.1	8.0	5.0	-11.8	0.7	-7.7	0.5	-13.7
O=C(Cc1ccc(F)cc1)OCC(=O)c1cc2ccccc2o1	3.0	-4.1	-13.9	13.0	-1.6	-3.2	-2.5	-5.1	-11.8	4.6	-38.7
COC(=O)Cn1c(=O)c2c(nc(Br)n2CC(=O)OC)n(C)c1=O	-3.0	2.4	-16.6	-20.8	-11.3	2.0	19.5	.	9.1	-7.0	6.5
COc1ccc(/C=C2\SC(=O)N(CCc3nnc(N)s3)C2=O)cc1	29.9	-111.0	-132.6	-22.7	2.9	20.0	-53.2	-52.9	0.3	2.8	-6.0
CCCCN1C(=O)c2ccc(C(=O)NCCN3C(=O)S/C(=C\c4cccnc4)C3=O)cc2C1=O	12.8	5.8	-2.6	-3.3	-0.4	4.0	-5.1	4.6	-2.8	1.3	-26.1
Nc1nnc(SCC(=O)Nc2ccccc2)s1	-1.0	-1.6	13.2	-32.8	11.3	-4.9	15.4	-0.4	-2.6	5.8	-1.8
Cc1ccc(C(=O)N[C@H](C(=O)N2CCN(c3ccccc3F)CC2)C(C)C)cc1	-4.2	1.1	8.1	-26.9	-2.8	-0.1	-4.8	1.8	-6.2	3.8	0.9
O=C(COc1ccc(Br)cc1)NNC(=S)NC(=O)c1ccccc1[N+](=O)[O-]	-3.6	0.6	22.6	7.0	9.2	1.5	-7.3	-0.3	-2.8	-4.6	-16.1
CCOc1cc2c(cc1O)CCC1C2CCC2(C)C(O)CCC12 (stereo not drawn)	-10.3	-13.6	19.6	-0.9	20.2	16.8	7.7	-42.5	-15.5	39.4	22.5
O=C(Nc1ccc2nc3n(c(=O)c2c1)CCCC3)c1ccc(Cl)nc1	-29.1	-9.8	14.8	-14.3	29.4	1.0	-8.9	2.5	2.8	-23.3	-16.8
O=C(CCn1c2c(c3ccccc31)CCCC2)NNC(=O)c1ccccc1C(=O)O	6.3	0.0	2.6	-29.4	-12.3	5.0	2.2	.	12.3	4.5	-20.7
O=C1NC[C@H](CCCCN2CCN(Cc3ccccc3)C(=O)C2=O)N(CCc2ccccc2)C1=O	14.6	.	-1.4	13.2	-0.8	.	.	-21.8	.	.	.
CCOC(=O)CC1=C(C(=O)OCC)C(c2ccc(OC)cc2OC)C(C#N)=C(N)O1 (stereo not drawn)	13.3	5.2	-14.1	-2.1	0.5	-1.2	18.3	9.4	3.0	-15.2	-4.4
COc1ccccc1-n1cnnc1SCC(=O)N1CCN(C(=O)c2ccco2)CC1	5.2	-2.6	3.2	9.8	-11.3	1.8	-11.1	2.3	-5.0	-8.3	-3.0
NC(=O)COC(=O)c1ccc(S(=O)(=O)N2CCCCCC2)cc1	-0.9	7.5	-3.9	-3.0	-8.4	5.3	1.0	-0.7	-7.5	-11.5	-16.9
CCCN1CCc2c(sc(NC(=O)c3ccc(S(=O)(=O)N4CCN(C(=O)OCC)CC4)cc3)c2C(N)=O)C1	0.3	-15.4	-15.1	0.9	-1.7	-9.7	6.2	-2.6	-12.0	-10.8	15.3
Cc1ccc(S(=O)(=O)c2ccc(Cl)cc2)cc1S(=O)(=O)N1CCOCC1	12.3	-8.0	-2.6	-0.3	-6.2	-2.2	16.5	6.8	-0.4	-0.5	12.9
Cc1ccsc1/C=N/n1c(-c2ccccc2)n[nH]c1=S	-13.9	-7.0	-3.7	-10.8	4.1	-5.4	20.4	8.7	-17.3	1.8	5.5
Cc1ccc(OCC(=O)OC2CCCN(C)C2)cc1 (stereo not drawn)	26.1	17.1	-2.5	-15.0	-5.6	5.1	11.0	10.4	-3.0	-8.6	3.4
CCCOc1cccc(C(=O)NCCNC(=O)c2cnccn2)c1	21.8	-28.6	0.8	2.4	-11.0	-7.7	-24.1	8.4	5.7	-20.0	-6.4
CSc1ccc(C(=O)C2CCCN(C(=O)Cc3nonc3C)C2)cc1 (stereo not drawn)	-15.1	-6.6	-4.0	-22.6	-8.7	3.4	21.5	2.9	1.6	8.9	0.8
Cc1ccc(S(N)(=O)=O)cc1NC(=O)c1ccc2c3c(cccc13)CC2	-25.1	11.6	-9.7	-3.9	-13.8	1.0	-4.6	13.7	-5.9	21.4	0.1
COc1ccc(C[C@H]2CN3C(=NC[C@@H]3C(C)C)N2CCNC(=O)c2ccc(C)c(Br)c2)cc1	-8.6	-15.5	15.0	-8.7	31.3	-17.6	9.4	.	0.7	13.5	78.2

# Screening data deposited in PubChem by several laboratories.
